# T cell modulator: T cell immune modulators affecting CD8 T cell-vesicle binding. 2C CD8+ T cell-vesicle binding, flow cytometry; active compounds read low. hit rate 0.068% among 330,000. calls only at 7 µM;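 active = response, share of CD8 T cells binding vesicles, and their 90th percentile fluorescence all below set limits, cut at about 80% in these data, passing the limit was not always enough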
#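 Test system: purified 2C TCR transgenic mouse naive CD8+ T cells. Probe or stimulus: QL9-peptide-loaded Drosophila micro-vesicles bearing Ld, ICAM-1 and B7-1. Incubation: binding step 1.5 h, 37 °C, antibody labelling 20 min, ice. Measured by: flow cytometry of vesicle-bound cells.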
# West Nile virus CPE: West Nile virus antiviral activity, cell-based, CPE readout (AID 1621); West Nile virus-infected cells, CPE inhibition; higher % means a stronger effect; CPE inhibition, % at 10 µM; hits with a dose series show IC50 in µM; hit rate 0.02% among 290,000; in the data active = a potency from the dose series; inconclusive = CPE inhibition mostly from about 3.7% at the one dose, without a potency; inactive = the rest, 99 in 100 with CPE inhibition below about 2.2%; note: strong numbers were not always called active
# Hep lipid drop: modulators of hepatic lipid droplet formation | hit rate 0.4% among 240,000 | AML12 mouse hepatocytes, oleate lipid droplets, BODIPY imaging | AID 1656 | inhibition, % at 6.5 µM;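 active = lipid droplet intensity inhibited by at least 50%, with more than 500 cells counted; inconclusive = wells with under 300 cells, treated as cytotoxic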
#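 Assay system: AML12 mouse liver cells | Compound: 6.5 µM single-point dosing | Schedule: Overnight exposure | Technique: Fluorescence imaging, 20x objective, two fields per well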
# b-catenin transl: alters nuclear translocation of beta-catenin in HeLa cells; immunofluorescence imaging; nuclear translocation activity, % at 5 µM; hit rate 0.3% among 190,000; AID 1665;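 active = nuclear translocation activity above 50% at 5 µM, with a well cell count of 50 or more; inconclusive = wells under 50 cells across six images, flagged as toxic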;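 note: per-cell ratio of nuclear to cytoplasmic median beta-catenin stain intensity; plate controls were DMSO negative control for no effect and GSK-3 inhibitor IX positive control for full effect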
#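 Test system: HeLa cells, endogenous beta-catenin; Compound: single 5 µM dose plus 0.02–20 µM confirmation series; Times: compound exposure 24 h at 37°C; Signal: fluorescence imaging of beta-catenin antibody stain plus DAPI; Read-out: % activation, nuclear-to-cytoplasmic median beta-catenin signal ratio per cell.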
# WT yeast gro inh: growth inhibition of WT yeast, mitochondrial fusion screen | inhibition, % at 10 µM | hit rate 2.1% among 190,000 | mitochondrial fusion phenotypic screen, WT strain | AID 1362; in the data active = inhibition above about 58%; tested in S. cerevisiae
# Insulin prom up: MIN6 insulin promoter up-regulation. hit rate 0.3% among 190,000. z-score at 5 µM. MIN6 insulin promoter-GFP reporter, high-content imaging; active compounds read high;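 active = z-score above 3 at 5 µM with at least 500 cells counted in the well; inconclusive = wells under 500 cells, flagged as cytotoxic or low count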
# Myeloid diff MLP: myeloid differentiation induction. ER-HoxA9 myeloid progenitors, lysozyme-GFP differentiation, flow cytometry. calls only at 10 µM. hit rate 1% among 360,000. AID 624256;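 active = normalized GFP-positive differentiation at or above the plate's own cutoff, the solvent-only control mean plus 3 SD; inconclusive = no clear call, values can overlap the other calls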;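 note: cells exposed to compound for four days before flow analysis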
# MT stabilizer: microtubule stabilization, imaging screen | HeLa tubulin immunostaining HCS, 24 h; share of cells brighter than vehicle mean+2SD | % tubulin-high responders, % at 10 µM | hit rate 0.83% among 200,000;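 active = plate Z-score above 3 for both tubulin-high and condensed-nucleus cell shares, with cell loss under 80%, at 10 µM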;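 note: anti alpha tubulin signal scored within the nucleus-defined area of each cell; some results filed as inactive read as strong as hits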
# Autophagy mod: alters autophagy in cells; calls only at 10 µM (by protocol); MEF GFP-LC3 puncta imaging; test concentration mostly 10 µM; AID 463193; hit rate 0.98% among 190,000;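 active = percentage of spot-positive cells more than 3 SD above its plate mean, without a fluorescence outlier flag or 80% toxicity; inconclusive = no clear call, values can overlap the other calls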;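 note: spot-positive cell cutoff set from DMSO-treated cells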
# WT yeast gro inh mutant strain: recorded beside WT yeast gro inh, whose call it bears; inhibition, %; mitochondrial fusion phenotypic screen, mutant strain inhibition
# Insulin prom up cell count: also measured in Insulin prom up; calls as there; cell count; measured here: cytotoxicity, nuclei count;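 total cells summed across four imaged fields per well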
# Hep lipid drop cells 6.5 µM: recorded beside Hep lipid drop, whose call it bears; cell count; measured here: cell count, cytotoxicity flag;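 cells counted across two imaged fields per well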
# b-catenin transl cell count 5 µM: also measured in b-catenin transl; calls as there; cell count; measured here: cell count, cytotoxicity flag
# T cell modulator vesicle-bound %: second read-out of T cell modulator, no call of its own (marks repeat the call); double positive events, %; measured here: CD8+ vesicle-bound cell fraction;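 binding gate set so that unloaded-vesicle control wells show 10% double positive cells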
# MT stabilizer Hoechst-high %: also measured in MT stabilizer; calls as there; % Hoechst-high responders; measured here: nuclear condensation Hoechst responders;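 share of cells brighter than vehicle mean plus two SD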
# MT stabilizer cytotoxicity %: further read-out of MT stabilizer, marked with its call; toxicity, %; measured here: cytotoxicity by cell density;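 0% = mean cell density of plate MIN control wells and 100% = no cells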
# Autophagy mod cell loss 18 h: also measured in Autophagy mod; calls as there; toxicity, %; measured here: cell loss, nuclei count;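 cell loss after 18 h compound exposure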
# Myeloid diff MLP GFP+ MAC1+ %: second read-out of Myeloid diff MLP, no call of its own (marks repeat the call); GFP+ MAC1+ double positive, %; measured here: differentiation confirmed by MAC1 staining
# Numbers without * were called inactive; i = inactive; ? = inconclusive; . = not tested or not shown.
SMILES,T cell modulator,T cell modulator vesicle-bound %,West Nile virus CPE,Hep lipid drop,Hep lipid drop cells 6.5 µM,b-catenin transl,b-catenin transl cell count 5 µM,WT yeast gro inh,WT yeast gro inh mutant strain,Insulin prom up,Insulin prom up cell count,Myeloid diff MLP,Myeloid diff MLP GFP+ MAC1+ %,MT stabilizer,MT stabilizer Hoechst-high %,MT stabilizer cytotoxicity %,Autophagy mod,Autophagy mod cell loss 18 h
CC1(c2ccc(Cl)cc2Cl)OCC(Cn2ccnc2)O1 (stereo not drawn),i,40,-0.5%,.,.,1.6,1118,73*,43*,0.19,1078,i,0.7,36*,29*,25*,i,-11
CCCCNC(=O)C1CC(c2ccccc2[N+](=O)[O-])=NO1 (stereo not drawn),i,37,1.1%,.,.,-1.9,1377,9,2,-0.55,1632,i,0.9,1.9,1.3,5.8,i,6
CCOC(=O)c1c(-c2ccccc2)csc1NC(=O)C1CCCO1 (stereo not drawn),i,43,1.0%,.,.,3.3,1412,6,-4,-0.2,1453,i,4.5,3.2,1.6,3.4,i,17
CCOC(=O)COc1ccc(Br)cc1C1NC(=O)NC(C)=C1C(=O)NCc1ccccc1 (stereo not drawn),i,35,0.0%,.,.,.,.,2,-21,.,.,i,8.0,3.2,1.7,7.8,i,10
CCOC(=O)c1ccc(COc2nc3ccccc3nc2-c2ccccc2NC(C)=O)o1,i,48,-0.1%,3,637,.,.,0,3,0.08,1223,i,0.8,2.5,1.7,1.5,i,-5
O=C(NCc1ccccc1Cl)C1CCN(S(=O)(=O)N2CCC3(CC2)OCCO3)CC1,i,38,.,.,.,0.8,1300,19,47,-0.01,1612,i,2.5,1.5,1.6,6.9,i,-17
COc1ccc(S(=O)(=O)Nc2ccccc2)cc1OC,i,24,-0.3%,.,.,-1.1,1362,16,0,-0.47,1558,i,0.5,3.2,2.3,8.0,i,-1
C=CCNC(=O)COc1cc(C)ccc1C,i,22,-0.8%,15,629,-1.0,509,-10,-16,0.31,1371,i,0.6,5.8,3.3,6.1,i,-7
CC(C)C(NS(=O)(=O)c1cccc2nsnc12)C(=O)N1CCc2ccccc2C1 (stereo not drawn),i,42,-0.7%,.,.,-0.5,1407,15,12,0.58,1318,i,0.9,0.4,1.0,10,i,-3
CCn1c(CC(=O)Nc2ccccc2)nnc1SCC(=O)NC1=NCCS1,i,40,-0.1%,3,816,.,.,.,.,.,.,i,1.1,.,.,.,.,.
O=C(CN1C(=O)CCSc2ccccc21)Nc1ccc(F)cc1,i,24,-0.7%,-18,651,.,.,5,2,-0.26,1270,i,0.9,3.4,2.2,9.9,i,9
COc1ccc(N(CC(=O)NCCSc2ccc(C)cc2)S(=O)(=O)c2ccccc2)c(OC)c1,i,11,-0.4%,-1,718,.,.,.,.,.,.,i,0.6,.,.,.,.,.
Cc1ccc(C(=O)/C=C/C(=O)O)cc1,i,60,2.5%,-17,543,0.1,1117,-2,-14,-0.07,1465,i,1.4,3.3,1.8,5.9,i,8
Cc1onc(-c2c(Cl)cccc2Cl)c1C(=O)Nc1nccs1,i,24,0.8%,-3,801,.,.,.,.,.,.,i,0.6,.,.,.,.,.
CN(C)N1C(N)=C(C#N)C(c2ccc3c(c2)OCO3)C2=C1CC(C)(C)CC2=O (stereo not drawn),i,33,-1.0%,14,816,.,.,.,.,.,.,i,0.4,.,.,.,.,.
COc1ccc(NS(=O)(=O)c2cc(NC(=O)C3CCCO3)ccc2N2CCCC2)cc1 (stereo not drawn),i,36,-0.7%,-5,691,5.6,1031,-4,15,-0.62,1258,i,0.2,7.9,12,14,i,-4
CCc1nc(SCC(=O)Nc2ccnc3ccccc23)n[nH]1,i,28,0.3%,-20,735,.,.,-8,-10,0.47,1187,i,1.0,3.7,2.7,4.8,i,-2
CCOC(=O)CSc1nnc(-c2c[nH]c3ccccc23)o1,i,35,0.3%,3,820,.,.,.,.,.,.,i,0.4,.,.,.,.,.
Cn1c(-c2ccc(F)cc2)cnc1NCc1ccccc1F,i,9,-1.2%,-17,756,.,.,.,.,.,.,i,0.7,.,.,.,.,.
Cc1cccc(C)c1NC(=S)Nc1ccc(F)cc1,.,.,0.1%,-10,690,-3.5,1087,5,19,-1.1,1692,i,0.3,3.9,2.8,5.0,i,6
Cc1cccc(N2CCN(C(=O)C3COc4ccccc4O3)CC2)c1C (stereo not drawn),i,20,-0.7%,0,685,-2.6,1035,8,26,0.32,1557,i,0.2,2.0,0.8,2.4,i,-23
COc1ccccc1CNC(=O)CNC(=O)c1sc2ccccc2c1Cl,i,34,-0.7%,-4,855,.,.,.,.,.,.,i,1.3,.,.,.,.,.
O=C(N/N=C/c1ccc(O)c2ccccc12)c1cccnc1,i,52,0.2%,-12,707,.,.,.,.,.,.,i,0.4,.,.,.,.,.
COc1ccccc1-n1c(SCC(=O)Nc2ccc(C)cc2)nc(O)cc1=O,i,66,0.3%,-16,757,.,.,0,2,0.76,784,i,0.5,3.9,2.5,2.4,i,-43
COc1ccc(NC(=O)CSc2nnnn2-c2ccc(F)cc2)cc1,i,45,-0.9%,-66,682,.,.,.,.,.,.,i,0.9,.,.,.,.,.
COCCCn1c(=O)c2sccc2n2c(CCCC(=O)NCC3CCCO3)nnc12 (stereo not drawn),i,34,0.0%,-6,687,.,.,.,.,.,.,i,5.0,.,.,.,.,.
COc1ccc(NC(=O)c2cc3ccccc3o2)cn1,i,54,-0.3%,-2,805,.,.,.,.,.,.,i,0.2,.,.,.,.,.
O=C(CSc1ccc(-c2ccc(Br)cc2)nn1)NC1CCCC1,i,69,-0.1%,5,830,.,.,.,.,.,.,i,1.2,.,.,.,.,.
CS(=O)(=O)c1ccc(C(=O)NCC(c2ccco2)N2CCCCC2)cc1 (stereo not drawn),i,28,0.2%,-1,714,-1.4,1039,-1,-5,0.36,1374,i,1.4,2.1,2.2,5.4,i,-12
CCC(=O)c1ccc(OC(=O)/C=C/c2cc(OC)c(OC)c(OC)c2)cc1,i,31,-0.5%,0,751,.,.,.,.,.,.,i,0.0,.,.,.,.,.
CC(C)=CCC/C(C)=C/C(=O)O,i,24,-0.2%,8,686,0.7,1232,.,.,0.12,1165,i,1.9,.,.,.,.,.
CCCCC(=O)Nc1ccc(C(=O)Nc2ccc(S(=O)(=O)Nc3nccc(C)n3)cc2)cc1,i,44,0.1%,-1,640,0.7,911,-15,-20,0.17,1121,i,0.2,4.7,3.3,7.1,i,-8
O=C(OCC(=O)N1CCCC1)c1ccc(Cl)c([N+](=O)[O-])c1,i,15,1.4%,0,840,.,.,.,.,.,.,i,1.2,.,.,.,.,.
COc1ccc2c(C)cc(=O)[nH]c2c1,i,50,0.0%,14,755,-6.1,1155,.,.,-0.26,943,i,0.2,2.1,1.7,2.5,i,-4
O=C(COC(=O)c1cccc(S(=O)(=O)N2CCOCC2)c1)Nc1ncc(C(F)(F)F)cc1Cl,i,34,0.5%,-18,721,-3.1,1116,-1,-11,-0.16,846,i,0.8,4.0,2.6,7.0,i,-5
N/C(=N\OC(=O)c1ccc(F)cc1)c1cccc([N+](=O)[O-])c1,i,35,-0.2%,1,818,.,.,.,.,.,.,i,0.4,.,.,.,.,.
COc1ccc(-n2c(SCC(=O)Nc3nc(C)cs3)nnc2-c2ccoc2C)cc1,i,23,0.0%,-4,805,1.5,522,-9,-11,.,.,i,0.7,2.0,1.8,6.8,i,-12
CCCN[C@@H]1C(=O)N2C(C(=O)OCCC)=C(C)CS[C@H]12,i,27,-0.9%,0,846,.,.,.,.,.,.,i,3.9,.,.,.,.,.
O=S(=O)(c1ccc(F)cc1)N1CCN(S(=O)(=O)c2cc(F)ccc2F)CC1,i,12,-0.6%,-6,784,.,.,.,.,.,.,i,0.5,.,.,.,.,.
CC1CC(C)CN(c2ccc(S(=O)(=O)N3CCOCC3)cc2)C1 (stereo not drawn),i,5,-0.6%,-32,816,.,.,.,.,.,.,i,0.4,.,.,.,.,.
COc1cc(/C=C/c2nc3ccccc3c(=O)[nH]2)cc(Br)c1O,i,26,-1.1%,-1,721,.,.,.,.,.,.,?,.,.,.,.,.,.
Cc1ccc(S(=O)(=O)NNC(=O)Nc2ccc(C)c(C)c2)c(C)c1,i,66,-0.3%,-2,572,.,.,.,.,.,.,i,0.9,.,.,.,.,.
Cn1/c(=N/N=C/c2ccc(Cl)c([N+](=O)[O-])c2)sc2ccccc21,i,54,.,.,.,.,.,2,-4,.,.,i,1.0,1.2,1.8,8.2,i,-33
O=C(CSc1n[nH]c(=O)n1C1CC1)c1ccc2c(c1)OCCO2,i,10,0.4%,-6,691,0.2,1020,.,.,.,.,i,0.7,.,.,.,.,.
COc1cccc(NC(=O)c2cccs2)c1,i,33,-0.7%,-16,683,1.5,993,-1,5,-0.28,1122,i,6.5,2.0,1.9,0.2,i,-4
COc1cc(NC(=O)C(C)C)ccc1NC(=O)c1ccco1,i,23,0.0%,.,.,-9.1,1069,47,10,0.59,1186,i,1.1,0.9,1.6,2.0,i,-6
COc1ccc(-n2c(SCC(=O)OC(C)C)nnc2-c2ccccn2)cc1,i,36,-0.5%,.,.,-3.9,1020,-2,5,0.29,1263,i,0.8,6.9,3.4,3.8,i,0

# From PubChem BioAssay
